Screens from PubChem BioAssay.
STAT1 act – STAT1 signaling activation. NIH 3T3 STAT1-luciferase reporter, IFN-gamma, luminescence; 100% = IFN-gamma alone, no compound. activation (% of control), % at 5.5 µM. 2.6% of 200,000 active. AID 932;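 active = activation above the screen-wide mean activation plus 3 SD, cut at about 130% in these data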;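 note: raw ratio to IFN-gamma control signal so 100% means no change and 0% no light; values of inactives mirror those of a sister screen read the other way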
FLuc inh counter – Photinus pyralis luciferase inhibition counter-screen. P08659. ATPLite firefly luciferase biochemical luminescence, 10 min. inhibition, % at 10 µM. 1.5% of 200,000 active. AID 1006;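 active = inhibition above about 50% when tested at 10 µM, limit read from the data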
Target sequence (P08659 whole entry, looked up): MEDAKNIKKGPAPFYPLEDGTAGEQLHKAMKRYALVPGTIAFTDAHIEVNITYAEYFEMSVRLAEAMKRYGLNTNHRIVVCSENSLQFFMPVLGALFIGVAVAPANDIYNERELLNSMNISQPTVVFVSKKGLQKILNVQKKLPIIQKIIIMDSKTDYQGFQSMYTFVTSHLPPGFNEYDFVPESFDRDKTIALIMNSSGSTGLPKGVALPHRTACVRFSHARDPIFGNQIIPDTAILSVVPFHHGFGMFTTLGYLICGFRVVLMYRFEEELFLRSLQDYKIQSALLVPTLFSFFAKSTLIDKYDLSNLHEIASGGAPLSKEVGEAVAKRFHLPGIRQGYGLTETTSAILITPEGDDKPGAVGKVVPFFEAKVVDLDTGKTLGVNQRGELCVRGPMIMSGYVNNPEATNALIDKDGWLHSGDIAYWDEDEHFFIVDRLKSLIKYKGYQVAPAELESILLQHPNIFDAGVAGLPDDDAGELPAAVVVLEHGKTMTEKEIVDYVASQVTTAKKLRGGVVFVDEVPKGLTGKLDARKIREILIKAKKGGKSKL
APP transl inh – APP translation inhibition. SH-SY5Y APP 5'UTR-luciferase reporter, luminescence. inhibition, % at 2 µM. 0.82% of 190,000 active;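 active = inhibition above a set limit, derived from the sample mean plus 3 SD, cut at about 45% in these data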; note: values of inactives mirror those of a sister screen read the other way
STAT3 act – increases IL-6 driven STAT3 reporter signal; U3A cells, IL-6 STAT3-luciferase reporter, luminescence; 100% = signal with IL-6 EC80 alone; activation (% of control), % at 5.6 µM; 0.91% of 190,000 active;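 active = activation above the screen-wide mean of compound activation plus 3 SD, cut at about 130% in these data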;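 note: 0% = background luminescence of wells with medium and substrate only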
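Material: STAT3-luciferase reporter U3A cells. Controls: IL-6-treated wells, 100% activation. Read-out: % activation versus median of IL-6-stimulated wells. Probe or stimulus: IL-6 stimulus at 33 ng/mL final. Timing: compound 1 h, then IL-6 6 h at 37 °C. Signal: reporter luminescence signal.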
STAT1 inh – reduces IFN-gamma driven STAT1 reporter signal | NIH 3T3 STAT1-luciferase reporter, luminescence | AID 920 | 0.35% of 200,000 active | inhibition, % at 5.5 µM;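 active = inhibition above a set limit, the mean inhibition across all tested compounds plus 3 SD, cut at about 34% in these data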;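 note: 0% = IFN-gamma with DMSO and 100% = IFN-gamma with 300 µM nifuroxazide; values of inactives mirror those of a sister screen read the other way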
STAT3 inh – reduces IL-6 driven STAT3 reporter signal; U3A cells, IL-6 STAT3-luciferase reporter, luminescence; host cell line lacks STAT1; inhibition, % at 5.5 µM; 0.89% of 190,000 active; AID 862;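 active = inhibition above the mean inhibition across all screened compounds plus 3 SD, cut at about 44% in these data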;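 note: 0% = DMSO only wells and 100% = 100 µM nifuroxazide control wells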
APP 5'UTR act – activates APP 5'UTR luciferase reporter; SH-SY5Y APP 5'UTR luciferase reporter, luminescence; zero percent = DMSO vehicle wells; activation, % at 2 µM; 1% of 190,000 active;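 active = activation above a set limit, based on mean plus 3 SD of controls, cut at about 140% in these data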; note: values of inactives mirror those of a sister screen read the other way
Hsp70 act – Hsp70 transcriptional activation, primary screen; HeLa Hsp70 promoter luciferase reporter, luminescence; scaled: vehicle 0, proteasome-inhibitor control 100%; activation, % at 10 µM; 0.04% of 200,000 active; AID 1203;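 active = activation above the mean across all tested compounds plus 3 SD, cutoff set per campaign, cut at about 5.5% in these data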;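 note: 100% = MG132 at 30 µM as the positive control and 0% = DMSO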
RAM network inh – inhibitors of the yeast RAM network; S. cerevisiae dse1pr::URA3 reporter, 5-FOA growth OD615, 2 d; analog-sensitive cbk1-as2 kinase mutant strain; inhibition, % at 50 µM; 1.8% of 190,000 active;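 active = inhibition above a set limit, 3 SD over mean compound inhibition, cut at about 8.4% in these data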;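 note: 0% = DMSO-only wells with no growth and 100% = 10 µM 1-NA-PP1 full growth; inhibition rescues growth on 5-FOA so higher OD means more RAM inhibition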
NF-kB neuron act – compounds increasing NF-kB expression in human neuronal cells; fold change at 12.5 µM; NF-kB reporter expression; active compounds read high; 1.6% of 190,000 active; in the data active = fold change above about 3.3
* marks the source's active call; other numbers are inactive results. Hits appear at their usual frequency, and some 7.7% of all compounds hit somewhere here.

Second line of a record – STAT1 inh, APP 5'UTR act, RAM network inh, APP transl inh, NF-kB neuron act, STAT1 act, STAT3 inh, Hsp70 act, STAT3 act, FLuc inh counter
(1) O=C(O)CC1S/C(=N/N=C/c2ccc([N+](=O)[O-])cc2)N(c2ccc(O)cc2)C1=O (stereo unspecified)
  1, 4, 1.2, -4, 0.91, 97, 10, -0.1, 99, -5
(2) CCCN1C(=O)c2cccc3c(N4CCCCC4)ccc(c23)C1=O
  -5, 58, 4.0, -58, 1.9, 105, 8, -0.2, 91, 0
(3) Cc1ccc(CN2CCN(Cc3ccc(OC(C)C)cc3)CC2CCO)o1 (stereo unspecified)
  -2, 19, 1.6, -19, 1, 101, -4, -0.5, 108, -2
(4) COc1cc2cc(C(=O)O)n(C)c2c(OC)c1OC
  1, -4, 1.7, 4, 1.1, 99, 10, -0.1, 93, -9
(5) CC(C)(C)NC(=O)c1nn(Cc2ccccc2)c(=O)c2ccccc12
  -10, 14, -0.2, -14, 1, 107, -13, 0.5, 120, -2
(6) CCCc1ncc(C(O)c2ccc(OC)cc2)n1C (stereo unspecified)
  16, -8, 1.2, 8, 1.2, 85, 8, -0.3, 99, -6
(7) Cn1c(Cn2c(=O)sc3ccccc32)nnc1SCC(=O)NC1CCCC1
  7, -24, 2.2, 24, 0.96, 94, 6, -0.3, 95, -3
(8) CC(/C=C/c1ccc(O)cc1)=N/O
  5, -1, 0.0, 1, 2.3, 96, 10, -0.1, 94, 4
(9) COc1ccc(C(=O)Nc2nc(-c3ccccc3)c(C(C)=O)s2)c(OC)c1
  -12, 48, 1.7, -48, 1.5, 112, 8, -0.2, 100, 21
(10) O=C(CN1CCN(c2ccc(F)cc2)CC1)Nc1cccnc1Cl
  1, 6, 2.5, -6, 0.87, 98, 7, 0.4, 100, 5
(11) Cn1c(SCC(=O)N2CCCCC2)nc2cccnc21
  -6, -17, 1.1, 17, 0.89, 106, 10, -0.2, 99, -3
(12) O=C(COC(=O)CNC(=O)c1ccco1)Nc1ccc(Cl)cn1
  0, 18, 0.7, -18, 0.97, 100, 0, 0.3, 100, 0
(13) COc1cc(C(=O)Nc2oc(-c3ccccc3)c(-c3ccccc3)c2C#N)cc(OC)c1OC
  -3, 0, 6.0, 0, 0.89, 102, 11, -0.3, 96, -8
(14) CN(Cc1cnn(C)c1)C(=O)c1cc(COc2c(F)cccc2F)on1
  -13, 8, 0.2, -8, 1.2, 110, -3, 0.0, 105, -4
(15) O=C(NCc1cccs1)C1CCN(S(=O)(=O)c2cccs2)CC1
  0, -2, 1.1, 2, 1, 100, 0, -0.1, 104, 4
(16) COc1ccc(N2CCN(Cc3nc4scc(-c5ccccc5)c4c(=O)[nH]3)CC2)cc1
  -3, 1, 1.1, -1, 0.96, 102, -2, -0.2, 102, -8
(17) O=C(Cn1nc(-c2ccccc2F)ccc1=O)Nc1ccc(S(=O)(=O)N2CCCCCC2)cc1
  5, -2, 5.1, 2, 0.7, 96, -6, -0.2, 103, -4
(18) Cc1cccc(C2CC3(CC(C)(C)NC(=S)N3)Oc3cc(O)ccc32)c1 (stereo unspecified)
  6, 1, 2.3, -1, 1.1, 92, -4, 0.1, 106, 1
(19) CCCn1c(SCCc2ccccc2)nc2c1c(=O)[nH]c(=O)n2C
  -11, 21, 0.8, -21, 0.68, 111, 3, -0.2, 103, -9
(20) CCOc1ccc(NC(=O)CNC(=O)c2ccc(OC)c(OC)c2)cc1
  7, -7, 8.8*, 7, 0.9, 94, -10, -0.5, 109, -6

From no. 18 as far as 20, as listed above:
Second line of a record – STAT1 inh, APP 5'UTR act, RAM network inh, APP transl inh, NF-kB neuron act, STAT1 act, STAT3 inh, Hsp70 act, STAT3 act, FLuc inh counter
(18) Cc1cccc(C2CC3(CC(C)(C)NC(=S)N3)Oc3cc(O)ccc32)c1 (stereo unspecified)
  6, 1, 2.3, -1, 1.1, 92, -4, 0.1, 106, 1
(19) CCCn1c(SCCc2ccccc2)nc2c1c(=O)[nH]c(=O)n2C
  -11, 21, 0.8, -21, 0.68, 111, 3, -0.2, 103, -9
(20) CCOc1ccc(NC(=O)CNC(=O)c2ccc(OC)c(OC)c2)cc1
  7, -7, 8.8*, 7, 0.9, 94, -10, -0.5, 109, -6

New compounds follow.
Second line of a record – STAT1 inh, APP 5'UTR act, RAM network inh, APP transl inh, NF-kB neuron act, STAT1 act, STAT3 inh, Hsp70 act, STAT3 act, FLuc inh counter
(21) O=C(Nc1ccccc1N1CCCCC1)c1cnccn1
  0, 25, 0.1, -25, 0.78, 100, 0, -0.2, 100, -9
(22) CCC(=O)N=C1SC2CS(=O)(=O)CC2N1c1cccc(OC)c1 (stereo unspecified)
  -5, 10, 0.8, -10, 1.2, 105, 5, -0.4, 101, 0
(23) CCCCNc1ncnc2c1cnn2-c1ccccc1
  -38, 102, 0.1, -102, 5.7*, 134*, 27, 0.1, 83, 35
(24) CCNC(=S)N1CCc2cc(OC)c(OC)cc2C1COc1ccc(OC)cc1 (stereo unspecified)
  13, 5, 1.0, -5, 0.9, 88, -9, 0.0, 109, -2
(25) COc1ccc(/C=N/NC(=O)c2ccc(CSc3nc(C)cc(C)n3)cc2)c(OC)c1OC
  0, -4, 0.4, 4, 1.4, 99, 5, -0.4, 97, -4
(26) Cc1cccc2cc(C(c3nnnn3C(C)(C)C)N(Cc3ccco3)CC3CCCO3)c(=O)[nH]c12 (stereo unspecified)
  2, -10, 1.4, 10, 0.95, 98, -3, -0.1, 105, -7
(27) NNC(=O)c1cc2ccccc2[nH]1
  8, -90, 1.0, 90*, 1.3, 92, -15, -0.2, 115, -1
(28) O=[N+]([O-])c1cn(Cc2ccccc2)cn1
  -8, -6, 0.5, 6, 0.9, 107, -9, 0.0, 105, -2
(29) Cc1cc(=O)[nH]c(SCC(=O)N2c3ccccc3CC2C)n1 (stereo unspecified)
  -7, -1, -0.1, 1, 1, 107, 12, -0.2, 93, -8
(30) CCC(C)NC(=O)c1nn(C)c(=O)c2ccccc12 (stereo unspecified)
  -8, -22, 1.8, 22, 1, 108, 1, -0.5, 100, -7
(31) O=C(Nc1ccc2nsnc2c1)C1CC1
  -6, -2, 1.4, 2, 0.97, 104, 16, -0.2, 88, -2
(32) NNC(=O)c1ccncc1
  -7, -17, 0.1, 17, 0.93, 107, -6, -0.2, 107, -8
(33) NC(=O)CSc1nnc(-c2ccc(S(=O)(=O)N3CCOCC3)cc2)n1CC1CCCO1 (stereo unspecified)
  1, -8, 0.5, 8, 1, 99, 14, -0.1, 94, -2
(34) CCCC(c1nnnn1Cc1ccco1)N1CCC(C(N)=O)CC1 (stereo unspecified)
  -6, 3, 0.5, -3, 0.96, 105, 3, -0.4, 105, 0
(35) CCOC(=O)CSc1nnc(-c2ccco2)n1C
  2, -3, 0.7, 4, 1, 98, 9, 0.0, 95, -9
(36) O=C(OCc1ccccc1)c1ccc2c(c1)-c1ccccc1C2=O
  -25, 4, 8.3, -4, 2.5, 123, 23, -0.2, 85, 1
(37) CCOc1ccccc1NC(=O)c1cc(CC(C)C)oc1C
  -6, 9, 0.3, -10, 1.1, 105, 16, 0.2, 90, -2
(38) COc1ccc(NC(=S)NNC(=O)c2nnn(-c3ccccc3)c2C)cc1
  -1, -1, -0.1, 1, 1.3, 101, 17, -0.2, 88, 0
(39) CC(C)N(Cc1ccccc1)C(=S)NCc1ccccc1
  3, 9, 3.3, -9, 1.2, 95, 8, 0.1, 102, -11
(40) CC(OC(=O)C1CCN(S(=O)(=O)c2ccccc2)CC1)C(=O)Nc1ncc(Cl)cc1Cl (stereo unspecified)
  7, 2, 1.3, -2, 1, 94, 3, -0.2, 102, -1

Whole records, quoted from the list. Values in the order: STAT1 inh | APP 5'UTR act | RAM network inh | APP transl inh | NF-kB neuron act | STAT1 act | STAT3 inh | Hsp70 act | STAT3 act | FLuc inh counter
Cc1cc(=O)[nH]c(SCC(=O)N2c3ccccc3CC2C)n1 (stereo unspecified) reads -7 | -1 | -0.1 | 1 | 1 | 107 | 12 | -0.2 | 93 | -8
CCOC(=O)CSc1nnc(-c2ccco2)n1C reads 2 | -3 | 0.7 | 4 | 1 | 98 | 9 | 0.0 | 95 | -9
COc1ccc(/C=N/NC(=O)c2ccc(CSc3nc(C)cc(C)n3)cc2)c(OC)c1OC reads 0 | -4 | 0.4 | 4 | 1.4 | 99 | 5 | -0.4 | 97 | -4
NC(=O)CSc1nnc(-c2ccc(S(=O)(=O)N3CCOCC3)cc2)n1CC1CCCO1 (stereo unspecified) reads 1 | -8 | 0.5 | 8 | 1 | 99 | 14 | -0.1 | 94 | -2

Additional entries follow.
Second line of a record – STAT1 inh, APP 5'UTR act, RAM network inh, APP transl inh, NF-kB neuron act, STAT1 act, STAT3 inh, Hsp70 act, STAT3 act, FLuc inh counter
(41) CCOC(=O)C1CCN(C(=O)c2sc3ncnc(N4CCC(C)CC4)c3c2C)CC1
  5, 24, -0.6, -24, 1, 95, 5, -0.4, 98, -7
(42) COc1ccccc1CNC(=O)C(NS(=O)(=O)c1ccc2c(c1)OCCO2)C(C)C (stereo unspecified)
  8, -1, 3.6, 1, 1.2, 93, 11, -0.3, 89, -3
(43) COc1cc(-c2nnc(SCC#CCO)o2)cc(OC)c1OC
  7, -12, 0.5, 12, 1.1, 94, 4, -0.4, 102, -2
(44) Oc1ccc(/C=N/Nc2cccc3cccnc23)c(O)c1
  13, 49, 3.3, -49, 11*, 89, 25, 0.1, 85, 23
(45) CCN1CC2=C(OC(N)=C(C#N)C2c2ccccc2)/C(=C\c2ccccc2)C1 (stereo unspecified)
  13, -2, 1.8, 2, 0.77, 88, 7, -0.4, 97, -2
(46) COc1ccc(Cl)cc1NC(=O)CNc1ccccc1F
  0, 0, -1.1, 0, 0.97, 100, 8, -0.3, 93, -2
(47) COc1ccc(NC(=O)C(C)SCc2ccccc2)cc1 (stereo unspecified)
  2, -13, 0.1, 13, 1.1, 96, 0, -0.1, 102, 5
(48) N#Cc1ccccc1NC(=O)Nc1ccc(Cl)cc1
  -15, 18, 0.3, -18, 1.3, 113, 7, 0.0, 98, 0
(49) CC(Cl)C(=O)Nc1ccccc1C#N (stereo unspecified)
  7, -3, 0.9, 3, 1.1, 94, 17, 0.1, 88, -10
(50) Cc1ccc(C)c(CN2C(=O)C3CCCN3c3ccc(C#N)cc32)c1 (stereo unspecified)
  1, 4, 2.0, -4, 0.9, 99, 17, -0.2, 88, -8
